Lipid storage S3 – qHTS Assay for Lipid Storage Modulators in Drosophila S3 Cells. Drosophila S3 cells, BODIPY lipid droplet fluorescence, 18-24 h; cells fed with added oleic acid. lipid storage change, negative = inhibition, % at the top dose, mostly 46.1 µM; hits show Potency in µM. actives 0.64% (n = 320,000). AID 2685; active = well fitted inhibition curve with a large enough effect in the signal ratio, with a control signal flat, not every such curve was filed as active; inconclusive = small, poorly fitted or top-dose-only effect, or effect the other way, or a change in a side signal; the % refers to the signal ratio
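Drosophila S3 cells got compounds at several concentrations plus oleic acid (400 uM solution). Laser-scanning cytometry with 488 nm excitation read lipid droplets at 500-530 nm and cells at 575-640 nm. Percent activity was relative to 20 uM Triacsin C.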
Lipid storage S3 cell count max – second read-out of Lipid storage S3, no call of its own (marks repeat the call); cell number change, %; measured here: cell count max response;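 cells counted by Cell Tracker Red CMTPX staining in the red channel; peak over a dose series mostly up to 46.1 µM; percent activity relative to internal control wells on each plate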
The depositor's hits bear a star; i = inactive; u = inconclusive; x = no result given; [ ] = remark or other dose. % is set by controls: 0 for no effect and ±100 for the full control effect; potency is the fitted concentration of half-maximal effect. A portion of the library (hit frequency here may not be typical).

molecule	Lipid storage S3	Lipid storage S3 cell count max
Cc1ccc(-n2c(C)nn(CCOc3ccccc3)c2=O)cc1	u	x
Cc1cccc(C)c1NC(=O)CSc1nc2c([nH]1)c(=O)n(C)c(=O)n2C	i	11
O=C(Nc1ccc(F)cc1)c1ccc(CSc2ccccc2)o1	u	x
CN=C(Nc1ccc(C(=O)OC)s1)c1ccc(Cl)cc1	u	x
CCCC(=O)C1=C(O)C(C(=O)OC)C(C)(C)CC1=NC(C)(C)C (stereo unspecified)	u	x
O=C(Nc1cccc(-c2csc(Nc3ccc(Cl)cc3)n2)c1)c1cc([N+](=O)[O-])cc(C(F)(F)F)c1	u	x
C=C(C)COc1ccc(-c2ncncc2-c2ccc(Br)cc2)c(O)c1	u	x
O=C(/C=C/c1ccco1)Nc1ccccc1C(=O)Nc1cccc(C(=O)O)c1	u	x
Cc1ccc(C(c2nnnn2CC2CCCO2)N2CCN(Cc3ccccc3)CC2)cc1 (stereo unspecified)	9%	0
O=C(OCC(=O)N1CCCC1)c1cc(Cl)ccc1[N+](=O)[O-]	i	-3
CC1CN(c2nc3ccccn3c(=O)c2/C=C(\C#N)S(=O)(=O)c2ccccc2)CC(C)O1 (stereo unspecified)	u	x
CN1CCN(CC(=O)Nc2cc(S(=O)(=O)N3CCOCC3)ccc2Cl)CC1	13%	-5
COc1ccc(C(C(=O)NC2CCCC2)N(CCN2CCOCC2)C(=O)c2ccc(OC)c(OC)c2)cc1 (stereo unspecified)	u	x
Cc1ccc(O)c(NC(=O)c2cc(-c3cccs3)on2)c1	u	x
COc1ccc(/C=N/N2CCN(C)CC2)cc1OC	i	x
CCN(CC)S(=O)(=O)c1cc(C(=O)OCC(=O)Nc2cccc(C)c2C)ccc1F	3%	16
COc1ccc(C(=O)/C=C/Nc2cccc(C)n2)cc1OC	u	x
CC1(C)c2ccccc2N(CC(N)=O)C12C=Cc1ccccc1O2 (stereo unspecified)	u	x
NC1=Nc2cccc3cccc1c23	u	x
Cc1ccc(C2=NN(C)c3nc4ccccc4n3C2)cc1	u	x
Cc1ccc2sc(-c3ccc(NC(=O)CCN4C(=O)c5ccccc5C4=O)cc3)nc2c1	7%	-10
Cc1ccc(C(=O)c2ccc(C(F)(F)F)cc2)cc1	i	x
N#CCC(=O)N/N=C\c1ccc(OC/C=C/c2ccccc2)cc1	u	x
N#Cc1ccc(/C=C2\CCn3c2nc2cc(C(=O)O)ccc2c3=O)cc1	u	x
COc1ccc(CNC(=O)c2cnc3n(c2=O)CCS3)cc1	10%	-2
O=S(=O)(c1ccc(Cl)cc1)N1CCN(C(=S)Nc2ccc(F)c(Cl)c2)CC1	u	x
Cc1ccc(CN(C(=O)N2CCN(C)CC2)S(=O)(=O)c2ccc(C)cc2)cc1	u	x
CC(=O)c1cccc(NC(=O)N2CCc3ccccc3C2)c1	u	x
CCOC(=O)CNC(=O)CCNS(=O)(=O)c1ccc2c(c1)c(=O)n(C)c(=O)n2C	u	x
Cc1cc(NC(=O)/C=C/C(=O)N(CC(=O)NC2CCCC2)c2cccc3ccccc23)no1	-5%	-26
COc1ccc(CC(NC(C)=O)C(=O)NC2CCN(C(=O)Nc3ccc(C#N)cc3)CC2)cc1OC (stereo unspecified)	u	x
O=S(=O)(c1ccc(Cl)s1)N1CCCCC1	-1%	1
CC(=O)Nc1ccccc1O	0%	3
Cc1ccn2c(=O)nc(SCC(=O)Nc3cccc4ccccc34)nc2c1	u	x
CCCCCOc1ccc(Cn2ccnc2)cc1[N+](=O)[O-]	u	x
Cc1ccc(/C=C2\SC(=S)N(CCC(=O)NNS(=O)(=O)c3ccccc3)C2=O)cc1	-6%	-14
Cn1cc(CCC(=O)N2CCCC(Nc3ccc(F)cc3)C2)cn1 (stereo unspecified)	i	7
C#Cc1ccc([C@H]2C=C(C(=O)N3CCOCC3)O[C@@H](OCC)[C@@H]2CCCO)cc1	12%	x
COc1ccc(-c2cc(C#N)nc(N3CCN(c4ccccc4)CC3)n2)cc1	4%	-7
CCOCCCNC(=O)c1ccc(NC(C)=O)cc1	u	x
CCOc1ccc(C(=O)Nc2nnc(NC(=S)Nc3ccccc3)s2)cc1	u	x
Cc1cc2ccccc2c(=O)n1CC(=O)Nc1ccc2c(c1)OCCO2	u	x
CCN(CC)CCNc1ncnc2c1sc1nc(N3CCOCC3)c3c(c12)CCCC3	u	x
CC(=O)c1cccc(N(CC(=O)NC2CCCCC2)C(=O)c2csnn2)c1	u	x
C/C(=N\NS(=O)(=O)c1ccc(Cl)c([N+](=O)[O-])c1)c1ccc(C)o1	u	x
CC(=O)N1CCOc2ccc(S(=O)(=O)NCCc3cccc(C)c3)cc21	-24%	16
COc1ccc(OC)c(S(=O)(=O)N2CCCC(C(=O)NCc3cccnc3)C2)c1 (stereo unspecified)	i	14
COc1ccc(N(C)S(=O)(=O)c2cccc(C(=O)OCC(=O)NCc3ccccc3OC)c2)cc1	3%	28
CCC1=C/C(=C\c2ccc3c(c2)OCO3)C(=O)S1	7%	9
CN(C(=O)C12CC3CC(CC(C3)C1)C2)C1CCS(=O)(=O)C1 (stereo unspecified)	u	x
COc1ccc2cc(CN(CC3COCCO3)S(=O)(=O)c3ccccc3)c(=O)[nH]c2c1 (stereo unspecified)	13%	-2
CCN(CCCn1c(=S)[nH]c2ccc(N3CCOCC3)cc2c1=O)c1ccccc1	-12%	x
COc1cc(C(=O)OCCCN2CCOCC2)ccc1O	u	x
COc1ccc(C(=O)CSc2nnc(CN3CCCCC3)n2-c2ccc(F)cc2)cc1OC	u	x
Cc1ccc(CN2C(=O)CCC2C(=O)NCc2cccnc2)cc1 (stereo unspecified)	4%	2
Cc1cc([N+](=O)[O-])ccc1NC(=O)c1cc2ccccc2o1	-24%	27
COC(=O)c1nn(-c2ccccc2)c(Cl)c1/C=N/OCc1ccc(C)cc1	u	x
NC(=O)c1nsc(C(=O)N(Cc2cccnc2)C(C(=O)NCc2ccc(F)cc2)c2ccc(O)cc2)c1N (stereo unspecified)	u	x
O=C(NNC(=O)C1CC1)c1cccc([N+](=O)[O-])c1	i	3
O=C(NN1C(=O)C2C(C1=O)C1C=CC2C12CC2)c1ccccc1Cl (stereo unspecified)	-11%	-16

More compounds:
Order of results: Lipid storage S3, Lipid storage S3 cell count max
> O=C(CC(NS(=O)(=O)c1ccc(Cl)cc1)c1ccco1)NC1CCCC1 (stereo unspecified)
→ i, x
> COc1ccc(C(=O)NC(C(=O)NCC2(N3CCCCC3)CCCCC2)C(C)C)cc1 (stereo unspecified)
→ u, x
> CCc1cc(CN2CCOCC2)c(NC(=O)c2ccccc2)s1
→ u, x
> CCc1nonc1NC(=O)c1oc2ccc(F)cc2c1C
→ i, 4
> O=C(NC1CCCCC1)n1c(=O)oc2cc(S(=O)(=O)N3CCCCC3)ccc21
→ 8%, -21
> O=C(Nc1nnc(SCc2ccccc2)s1)c1ccco1
→ u, x
> Cc1nnc(Nc2ccccn2)c2ccccc12
→ 12%, 12
> Cn1c(SCC(=O)Nc2nc(C(C)(C)C)cs2)nnc1C1CC1
→ u, x
> COc1cccc(OCCSc2nc(N)cc(N)n2)c1
→ u, x
> NS(=O)(=O)c1ccc(CCNC(=O)CNCCc2ccccc2)cc1
→ 1%, -1
> COc1cc(/C=C2\S/C(=N/S(=O)(=O)c3ccccc3)NC2=O)c([N+](=O)[O-])cc1OC
→ 5%, 12
> Cn1nnnc1Sc1ncnc2scc(-c3ccc(C#N)cc3)c12
→ u, x
> O=C(CC1(CC2=NS(=O)(=O)c3ccccc3N2)CCCC1)NCCc1ccccc1
→ 1%, 12
> CCC(CO)NCC(O)COCc1ccc2c(c1)OCO2 (stereo unspecified)
→ -14%, -12
> O=C(Cn1cc(S(=O)(=O)Cc2cccc([N+](=O)[O-])c2)c2ccccc21)N1CCOCC1
→ -8%, -9

Quoted at random: 2 records from the list, in no set order.
Order of results: Lipid storage S3, Lipid storage S3 cell count max
> Cc1cc2ccccc2c(=O)n1CC(=O)Nc1ccc2c(c1)OCCO2
→ u, x
> Cc1ccc(CN2C(=O)CCC2C(=O)NCc2cccnc2)cc1 (stereo unspecified)
→ 4%, 2

(further entries)
Order of results: Lipid storage S3, Lipid storage S3 cell count max
> Cc1cc(C)c(S(=O)(=O)Nc2ccc3c(c2)CCC3)c(C)c1
→ u, x
> Cc1ccc(NC(=O)CCC(=O)OCCCC(F)(F)C(F)(F)F)cc1
→ 0%, -13
> Cc1ccc(C2Nc3ccccc3NC3=C2C(=O)CC(C)(C)C3)c(O)c1 (stereo unspecified)
→ 14%, 10
> O=c1ccc(S(=O)(=O)N2CCCC2)cn1Cc1nc(-c2ccc(F)cc2)no1
→ u, x
> CCCSc1nnc(Cn2c(=O)sc3ccccc32)n1C
→ 6%, 0
> O=C1C2CC=CCC2C(=O)N1n1cnnc1 (stereo unspecified)
→ -7%[9.22 µM], x
> O=C(NCc1cccs1)c1cc(-c2ccc(O)cc2)on1
→ 8%, x
> Cc1cc(Br)ccc1NC(=O)CN(C)C(=O)COc1cccc2c1OC(C)(C)C2
→ u, x
> CC(C)CNC(=O)CSc1nnc2ccccn12
→ -27%, -40
> Cc1ccc(C)c(NC(=O)CN(C)S(=O)(=O)c2cccc3cccnc23)c1
→ u, x
> CN(C)/C(CN1CCOCC1)=C1\N=C(c2ccccc2)OC1=O
→ u, x
> COc1ccc(NC(=O)C(=O)NCC(c2ccco2)N2CCc3ccccc3C2)cc1 (stereo unspecified)
→ u, x
> Cc1cccc(NC(=O)CSCc2cc(=O)n3nc(C4CC4)sc3n2)c1
→ i, x
> COc1ccc(NC(=S)N2CCN(C(=O)c3ccccc3)CC2)cc1
→ -16%[9.22 µM], -19
> COc1ccc(OC)c(C(=O)c2coc3ccc(OC)cc23)c1
→ 13%, -22

Entries from the list above containing a thiophene ring, fused or not:
Order of results: Lipid storage S3, Lipid storage S3 cell count max
> CN=C(Nc1ccc(C(=O)OC)s1)c1ccc(Cl)cc1
→ u, x
> Cc1ccc(O)c(NC(=O)c2cc(-c3cccs3)on2)c1
→ u, x
> O=S(=O)(c1ccc(Cl)s1)N1CCCCC1
→ -1%, 1
> CCN(CC)CCNc1ncnc2c1sc1nc(N3CCOCC3)c3c(c12)CCCC3
→ u, x
> CCc1cc(CN2CCOCC2)c(NC(=O)c2ccccc2)s1
→ u, x
> Cn1nnnc1Sc1ncnc2scc(-c3ccc(C#N)cc3)c12
→ u, x
> O=C(NCc1cccs1)c1cc(-c2ccc(O)cc2)on1
→ 8%, x

(more compounds)
Order of results: Lipid storage S3, Lipid storage S3 cell count max
> CCOC(=O)c1cc(-c2ccc3c(c2)OCCO3)n[nH]1
→ -4%, 0
> CCC(=O)N1CCc2cc(S(=O)(=O)NC(CC(C)C)C(=O)N3CCc4ccccc43)ccc21 (stereo unspecified)
→ i, x
> Cc1ccc(C(=O)NCc2ccco2)cc1Br
→ u, x
> Cc1ccc(NC(=O)CSc2nc3ccccc3nc2N2CCOCC2)c(C)c1
→ -1%, 3
> CN1C(C(=O)Nc2cccc(O)c2)=CC(c2cccs2)=NS1(=O)=O
→ u, x
> COc1ccc(N=Nc2n(C)c3ccccc3[n+]2C)cc1
→ -6%, -14
> COc1ccccc1-c1nnc(SCC(=O)NNC(=O)c2ccccc2F)n1C
→ u, x
> Cc1ccnc(N2CCCC(C(=O)Nc3nnc(C)s3)C2)n1 (stereo unspecified)
→ 5%, 6
> COCCN(CC(=O)Nc1cccc(C)c1C)C(=O)c1cc(S(=O)(=O)N2CCCC2)ccc1C
→ 0%, -6
> COc1cc(Cl)c(C)cc1NC(=S)NN
→ i, x
> COc1ccc(S(=O)(=O)N2CCN(C(=O)C3CC3)CC2)cc1Br
→ u, x
> O=C(CN1C(=O)S/C(=C/c2cccs2)C1=O)N1CCOCC1
→ i, x
> Cc1ccc2c(c1)N(CC(=O)NCCCN1CCCCC1C)C(=O)c1cccnc1O2 (stereo unspecified)
→ i, -9
> O=C(CCc1nnc(Cc2ccc3c(c2)OCO3)o1)N(CC1CCC1)CC1CCCO1 (stereo unspecified)
→ u, x
> CN(C(=O)COc1cc(=O)n(C)c2ccccc12)c1ccc(Cl)cc1
→ -16%, -15
> CN(C)CCNC(=O)Nc1ccc([N+](=O)[O-])cc1
→ u, x
> Cc1ccc(-n2nnnc2SCC(=O)Nc2ccc(N3CCN(C)CC3)cc2)c(C)c1
→ u, x
> CCc1cc2c(=O)oc(-c3ccc(F)cc3)nc2s1
→ u, x
> Cn1c(=O)[nH]c(=O)c2c1nc(CN1CCOCC1)n2Cc1ccc(F)cc1
→ 3%, 2
> COc1ccc(S(=O)(=O)N(CC(N)=O)C2CCCCC2)cc1Cl
→ -11%, -9
> COc1cc2c(cc1OC)CN(C(=O)c1cc(S(=O)(=O)N3CCOCC3)ccc1Cl)CC2
→ u, x
> OCCC1CN(Cc2cnc(N3CCCC3)s2)CCN1Cc1ccccc1 (stereo unspecified)
→ -1%, 4
> CCn1c(SCC(=O)N/N=C/C(C)=C/c2ccco2)nnc1-c1ccccc1
→ u, x
> CN(CC(CC(=O)Nc1nncs1)c1ccccc1)S(=O)(=O)c1ccccc1 (stereo unspecified)
→ -1%, -8
> O=C(CN(CCc1ccccc1)C(=O)c1csnn1)NCc1ccc(F)cc1
→ u, x
> FC(F)(F)c1ccc(C2Nc3cccc4cccc(c34)N2)cc1
→ u, x
> CC(=O)/C(=C/c1ccccc1)C(=O)Nc1ccccc1C
→ -10%[9.22 µM], 2
> COC(=O)c1ccccc1NC(=S)N1CCN(c2ccccn2)CC1
→ 0%, 3
> CC(=O)/C(C(=N)N1CCN(C(c2ccccc2)c2ccccc2)CC1)=C(\C)O
→ -14%, 0

Screening data as filed in PubChem.
